TEAD-YAP block: TEAD-YAP interaction inhibition, primary screen, TEAD-YAP interaction inhibitor project, luminescence, HEK-TIYL cells. TEAD-Gal4/YAP UAS-luciferase luminescence. inhibition, % at 9.12 µM. 640,000 tested, 1.4% active. AID 1259422, 2018; in the data active means inhibition above about 32%;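 further: 0% = median of test compound wells and 100% = reference inhibitor wells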
GPR151 activ: activators of human GPR151, primary screen, cell-based, PathHunter beta-arrestin, luminescence. PathHunter beta-arrestin GPR151 cells. activation, % at 11.2 µM. 650,000 tested, 1% active. AID 1508602, 2020; in the data active means activation above about 4.9%;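 further: 0% = median of compound wells and 100% = cells with positive control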
Target sequence (Q8TDV0 whole entry, looked up): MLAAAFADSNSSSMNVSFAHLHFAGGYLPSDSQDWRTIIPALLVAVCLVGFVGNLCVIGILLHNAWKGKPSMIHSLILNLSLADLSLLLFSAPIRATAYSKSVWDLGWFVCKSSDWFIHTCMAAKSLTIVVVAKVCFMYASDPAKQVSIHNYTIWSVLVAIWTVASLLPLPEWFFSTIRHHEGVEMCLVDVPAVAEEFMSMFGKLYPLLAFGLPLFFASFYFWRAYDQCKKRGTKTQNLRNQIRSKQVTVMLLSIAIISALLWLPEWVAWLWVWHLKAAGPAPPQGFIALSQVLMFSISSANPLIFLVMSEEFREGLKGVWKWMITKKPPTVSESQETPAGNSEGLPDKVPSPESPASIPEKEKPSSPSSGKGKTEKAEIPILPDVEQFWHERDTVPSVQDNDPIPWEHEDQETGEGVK
FBW7 act: FBW7 E3 ligase activators, primary screen, biochemical, AlphaScreen, human; F-box/WD repeat-containing protein 7 (Homo sapiens), Q969H0; 650,000 tested, 0.13% active; AlphaScreen FBW7–phospho-cyclin E peptide binding, activator screen; AID 1259310, 2017; normalized activity (activation), % at 26.1 µM; in the data active means normalized activity above about 1.9%;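 further: purified mutant Fbw7 with reduced substrate affinity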
Target sequence (Q969H0 whole entry, looked up): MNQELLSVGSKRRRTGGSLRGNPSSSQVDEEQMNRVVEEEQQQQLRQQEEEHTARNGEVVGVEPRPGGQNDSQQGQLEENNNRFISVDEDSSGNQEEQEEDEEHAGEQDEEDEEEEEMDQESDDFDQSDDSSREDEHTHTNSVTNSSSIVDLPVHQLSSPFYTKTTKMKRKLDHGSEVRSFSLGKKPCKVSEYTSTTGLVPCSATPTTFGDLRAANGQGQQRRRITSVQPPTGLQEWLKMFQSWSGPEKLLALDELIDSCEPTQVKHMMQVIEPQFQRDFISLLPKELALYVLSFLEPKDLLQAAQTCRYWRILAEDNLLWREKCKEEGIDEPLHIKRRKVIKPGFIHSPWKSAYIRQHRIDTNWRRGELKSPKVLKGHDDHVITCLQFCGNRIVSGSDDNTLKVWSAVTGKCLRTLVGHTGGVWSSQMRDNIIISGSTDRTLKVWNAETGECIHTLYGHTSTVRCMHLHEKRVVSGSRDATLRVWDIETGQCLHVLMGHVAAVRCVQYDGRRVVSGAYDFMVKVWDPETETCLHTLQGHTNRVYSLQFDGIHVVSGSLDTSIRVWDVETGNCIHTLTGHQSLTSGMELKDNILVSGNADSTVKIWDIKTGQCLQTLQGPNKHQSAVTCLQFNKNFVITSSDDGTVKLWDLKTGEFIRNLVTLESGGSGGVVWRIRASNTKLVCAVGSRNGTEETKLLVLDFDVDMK
MITF inh: MITF inhibitors, primary screen, biochemical, AlphaScreen, human; Microphthalmia-associated transcription factor (Homo sapiens), O75030; AlphaScreen MITF homodimerization, bead proximity signal; inhibition, % at 2.6 µM; 650,000 tested, 0.91% active; AID 1259374, 2018; in the data active means inhibition above about 50%;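 further: 0% = vehicle wells with protein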
Numbers without * were called inactive. This is a random part of the collection; any-hit rate near 3.4%.

SMILES	TEAD-YAP block	GPR151 activ	FBW7 act	MITF inh
CCCS(=O)(=O)N1CCN(CC2CC=CCC2)CC1 (stereo not given)	10	0.2	0.0	32
Cc1cccc(OCC(=O)NCC(C)NC(=O)COc2cccc(C)c2)c1 (stereo not given)	16	0.5	0.0	-4
Cc1cccc(Cc2nnc(CCC(=O)NCCc3nc4ccccc4n3C)o2)c1	-2	0.1	0.8	10
CC(C)(C)c1ccc2c(c1)OCC(C(=O)N1CCC3(CC1)NC(=O)c1ccccc1O3)O2 (stereo not given)	-11	0.2	-0.1	-5
O=C(NCC1COc2ccccc2O1)c1ccc(Br)cc1 (stereo not given)	-57	-0.6	-0.1	-5
CCOC(=O)c1cnc2cc3c(cn2c1=O)CCCC3	-53	-0.8	0.7	8
CCc1nn2c(N)c(/C=C3\C=CC=C(OC)C3=O)c(=O)nc2s1	-6	0.1	0.0	7
FC(F)Oc1ccc(C2=CC(c3ccccc3OC(F)F)n3nnnc3N2)cc1 (stereo not given)	-17	-1.2	0.0	-4
COCCCNC(=O)C1CCCN(c2nnc(N3CCCC3=O)s2)C1 (stereo not given)	1	-1.5	0.0	0
CCOC(=O)C(CCOCCSc1ccc(Cl)cc1)C(=O)OCC	-12	-2.5	0.1	-23
c1ccc2c(-c3nc4ncnc(Nc5ccc(N6CCOCC6)cc5)c4[nH]3)csc2c1	3	0.2	0.0	18
CC(C)Oc1cc2c(cc1[N+](=O)[O-])C=CC1(O2)N(C)c2ccccc2C1(C)C (stereo not given)	15	0.4	0.1	5
CC(C)(C)CC(C)(C)NC(=O)CN(c1cccc(C(F)(F)F)c1)S(=O)(=O)c1ccccc1	13	0.0	0.1	1
CC(C)(C)c1ccc(C(=O)Nc2ccc3c(c2)OCO3)cc1	-63	1.0	0.0	-14
COc1ccc(/C=C(\C#N)C(=O)NCc2cccnc2)cc1	3	-0.4	-0.1	0
CC(C)(C)C1=NNC2=C(c3nc(-c4ccc(Cl)cc4)cs3)C(N)=NC2C1=O (stereo not given)	-6	-1.3	0.0	2
O=C1Nc2cc(C(=O)N3CCN(Cc4ccc5c(c4)OCO5)CC3)ccc2Nc2ccccc21	10	-0.9	0.1	15
O=C(Nc1cccc(N2CCC(NCc3cccs3)CC2)c1)c1cccnc1	1	1.3	0.1	18
CCOC(=O)C1=C(C)N=c2s/c(=C\c3ccccc3O)c(=O)n2C1c1ccc(OC)c2ccccc12 (stereo not given)	-9	-0.4	-0.2	-3
Cc1ccc(NC(=O)CC23CC4CC(CC(C4)C2)C3)cc1	-2	1.0	-0.1	8
Cc1ccc(NC(=O)CN(CCc2ccccc2)S(=O)(=O)c2ccccc2)cc1	7	-0.5	0.1	18
O=C(CC1SC(=O)N(CC(=O)c2ccccc2)C1=O)Nc1ccc([N+](=O)[O-])cc1 (stereo not given)	8	-1.3	0.1	13
CN(C)c1c([N+](=O)[O-])cc2[nH]c(=O)[nH]c2c1[N+](=O)[O-]	-4	1.6	-0.5	2
Cc1ccccc1OCCCC(=O)Nc1nc(-c2ccccc2)cs1	-1	7.1*	0.3	-14
Cc1ccccc1NC(=O)Cn1nnc(S(=O)(=O)c2ccccc2)c1N	6	-0.4	0.0	15

A few values from the entries so far.
TEAD-YAP block result of Cc1ccccc1OCCCC(=O)Nc1nc(-c2ccccc2)cs1 reads -1
TEAD-YAP block result of COc1ccc(/C=C(\C#N)C(=O)NCc2cccnc2)cc1 reads 3

Structures shown so far that have an NH in an aromatic ring:
SMILES	TEAD-YAP block	GPR151 activ	FBW7 act	MITF inh
c1ccc2c(-c3nc4ncnc(Nc5ccc(N6CCOCC6)cc5)c4[nH]3)csc2c1	3	0.2	0.0	18
CN(C)c1c([N+](=O)[O-])cc2[nH]c(=O)[nH]c2c1[N+](=O)[O-]	-4	1.6	-0.5	2

(more compounds)
SMILES	TEAD-YAP block	GPR151 activ	FBW7 act	MITF inh
O=C(NCCc1nnc2n1CCN(Cc1ccccc1-c1ccco1)CC2)C1CCCCC1	7	-0.6	0.0	-13
Cc1ccc(NC(=O)c2ccc3c(c2)N(CC(=O)OC(C)C)C(=O)C(C)(C)O3)cc1	-15	-0.7	-0.1	-8
O=C(CSc1nc2ccccc2s1)OCC(=O)N1c2ccccc2Sc2ccccc21	-4	0.1	0.0	13
COc1ccc(Cl)cc1-n1c(SCc2ccccc2Cl)nc2[nH]ncc2c1=O	-19	0.5	0.0	6
O=c1c2c3c(sc2nc(SCCOc2ccccc2)n1-c1ccccc1)CCCC3	-6	-0.7	0.2	7
COC(=O)c1c(NC(=O)/C=C/C(=O)O)sc(C)c1-c1cc(C)ccc1C	42*	-0.4	-0.2	2
O=C(Nc1nc2ccc(Br)cc2s1)c1ccc([N+](=O)[O-])s1	-6	0.8	0.0	11
O=C(CCc1ccccc1)Nc1ccc2c(c1)C(=O)NC2=O	0	-1.8	-0.1	-7
Cc1ccc2oc(=O)c3cnn(CC(=O)N(C)Cc4ccco4)c3c2c1	0	-0.8	-0.1	-4
O=c1c2ccccc2c2ccccc2c(=O)n1-c1cccc(-c2nc3ccccc3o2)c1	0	1.7	-0.1	-3
CCOC(=O)C1CCCN(C(=O)CSc2nc3ccccc3c(=O)n2CCC(=O)NCCc2ccc(OC)c(OC)c2)C1 (stereo not given)	16	0.1	0.0	3
COc1ccc(NC(=O)Nc2ccc3c(c2)CCC(=O)N3Cc2ccccc2)cc1OC	17	1.9	-0.3	-9
O=C(NCSC1=NCCS1)c1ccccc1	-10	8.2*	0.0	1
CCOC(=O)c1c(NC(=O)c2ccc(C)o2)sc(C(=O)OC(C)(C)C)c1C	12	-1.6	-0.1	5
CN(C)CCOc1cc(-c2cn[nH]c2)c(F)cc1NC(=O)[C@H]1Cc2ccccc2CN1	13	-1.4	-0.2	-7
COc1ccc(-c2noc(=O)n2CC(=O)N2CCC(C)CC2)cc1	0	-0.4	0.0	-14
O=C(c1cnc2scc(-c3ccc(Cl)cc3)n2c1=O)N1CCCCC1	3	-1.1	1.1	9
COc1ccc(C(=O)Oc2ccc(Cl)cc2)cc1S(=O)(=O)N1CCOCC1	-2	-0.8	0.0	2
CCOC(=O)c1sc(NC(=O)c2sc3nc4c(C)cccc4cc3c2N)nc1C	-10	1.9	-0.1	-3
OCCC1CN(Cc2cccc3cccnc23)CCN1Cc1ccccc1 (stereo not given)	7	-0.7	0.6	1
CCOC(=O)c1csc(NC(=S)NC(=O)c2ccc(S(=O)(=O)N3CCCC3)cc2)n1	-3	-1.2	0.6	15
COc1cc(-c2n(C)c3ccccc3[n+]2C)ccc1O	-2	2.2	0.0	-10
CCn1c(COc2ccccc2OC)nnc1SCC(=O)O	-7	1.1	0.1	2
CCOC(=O)N1CCc2c(sc3c2c(=O)n(Cc2ccccc2)c(=O)n3CC(N)=O)C1	0	0.2	0.1	3
Cc1ccc(CNC(=O)CCC(=O)Nc2cccc(C)c2C)cc1	4	-1.0	-0.1	-8
Additional results follow.
SMILES	TEAD-YAP block	GPR151 activ	FBW7 act	MITF inh
O=C1C2C3C=CC(CO)(O3)C2C(=O)N1c1cccc2ccccc12 (stereo not given)	11	-1.8	0.2	0
COc1cc2nc(NC(=O)c3ccc([N+](=O)[O-])s3)sc2cc1OC	-6	3.6	0.1	-4
O=C(NCc1cccs1)Nc1ccccc1C(F)(F)F	2	1.7	0.0	11
CC(=O)NC1C(Sc2ccccc2)OC(COC(C)=O)C(OC(C)=O)C1OC(C)=O (stereo not given)	0	-1.4	0.0	14
Cc1csc(SCc2nc(N)nc(Nc3ccccc3C)n2)n1	-49	-0.3	-0.1	-5
O=C(NC(c1ccccn1)C(F)(F)F)C1CC(Cc2ccc3c(c2)OCO3)=NO1 (stereo not given)	-23	1.1	0.0	-9
O=c1c2sc(=S)n(Cc3ccco3)c2nc(SCc2ccccc2F)n1-c1ccc(F)cc1	1	0.0	-0.1	-6
CN(C)c1ccc(-c2nc3ccccc3c(=O)[nH]2)cc1	72*	-6.6	0.5	7
COc1cccc(-c2ccc(NC(=O)C3CCCN(C(=O)C4CCC4)C3)cc2)c1 (stereo not given)	-10	0.5	-0.1	7
CC(=O)N(CCC(c1ccccc1)c1ccc2c(c1)OCO2)Cc1ccc(Cl)cc1 (stereo not given)	2	3.6	0.0	-15
C=CCN(c1ccc(OC)cc1)S(=O)(=O)c1ccc(Cl)c(C(=O)OC)c1	0	-0.1	0.0	4
Cn1c(C(=O)N2CCCC(C(=O)NCc3ccccn3)C2)cc2sccc21 (stereo not given)	-14	-0.7	-0.2	-4
Cc1ccccc1Nc1nc(N)nc(CSc2nnc(-c3ccco3)o2)n1	-6	-1.2	0.2	8
COc1ccc(C2Nc3ccc(C(=O)c4ccccc4)cc3NC3=C2C(=O)CCC3)cc1 (stereo not given)	39*	0.2	-0.1	5
Cc1ccc(N2CC(NC(=O)NCCCN3CCCCC3)CC2=O)cc1 (stereo not given)	8	1.7	0.5	5
CCC(C)C(=O)Nc1nc2c(s1)C(=O)CC(C(=O)N(C)Cc1nonc1C)C2 (stereo not given)	-17	5.7*	0.1	-5
Oc1ccccc1/C=N/NC(=S)NC1CCCCC1	-38	0.2	-0.7	24
Cc1ccc(CN(C)Cc2c(C(=O)N(C)CCc3ccccc3)nc3sccn23)o1	-7	0.8	-0.2	-10
CC1CCCCN1Cc1ccc(-c2nnn(CC(=O)NCc3ccco3)n2)cc1 (stereo not given)	-4	-0.8	0.0	10
COC(=O)C1=C(C(=O)OC)SC(=C2C(=S)C(C)(C)N(C(=O)COc3ccccc3)c3ccc(OC)cc32)S1	-2	-1.7	0.0	30
Cc1nc(N2CCC(C)CC2)c2nnn(Cc3ccccc3)c2n1	4	1.8	-0.1	4
COc1ccc(O)c(C(=O)CC(=O)c2ccccc2)c1	55*	-5.0	-0.1	-8
O=C(CCn1c(=S)[nH]c2ccccc2c1=O)Nc1cccc(Cl)c1	-4	0.0	-0.1	-3
CCOc1cc(N2CCOCC2)ccc1[N+](=O)[O-]	7	0.4	0.8	29
Cc1nc(N2CCC(N(C)Cc3ccco3)CC2)nc2cc3c(cc12)CCC3	-25	-0.1	0.8	11

Exported as a markdown table: 4 of the compounds above.
| SMILES | TEAD-YAP block | GPR151 activ | FBW7 act | MITF inh |
| --- | --- | --- | --- | --- |
| CC(=O)N(CCC(c1ccccc1)c1ccc2c(c1)OCO2)Cc1ccc(Cl)cc1 (stereo not given) | 2 | 3.6 | 0.0 | -15 |
| C=CCN(c1ccc(OC)cc1)S(=O)(=O)c1ccc(Cl)c(C(=O)OC)c1 | 0 | -0.1 | 0.0 | 4 |
| Cn1c(C(=O)N2CCCC(C(=O)NCc3ccccn3)C2)cc2sccc21 (stereo not given) | -14 | -0.7 | -0.2 | -4 |
| Cc1ccccc1Nc1nc(N)nc(CSc2nnc(-c3ccco3)o2)n1 | -6 | -1.2 | 0.2 | 8 |

Continued.
SMILES	TEAD-YAP block	GPR151 activ	FBW7 act	MITF inh
CC(=O)N1CCc2cc(S(=O)(=O)N3CC(C)CC(C)C3)ccc21 (stereo not given)	-1	0.7	-0.3	-2
C#CCNC(=O)C1CCN(c2nccc(C)n2)CC1	4	-0.6	-0.1	-1
N#Cc1ccsc1NC(=O)CSc1cccc[n+]1[O-]	-19	-2.7	-0.2	7
CCOc1ccccc1/C=N/NC(=O)CNC(=O)COc1ccccc1	-4	1.4	-0.1	4
COc1ccccc1C(=O)NCC(=O)NCC(=O)O	-3	-1.3	-0.1	-1
COC(=O)c1ccccc1Nc1c(-c2ccc(C)c(C)c2)c(=O)c1=O	5	1.0	-0.1	-13
COc1ccc(NC(=O)c2cc(N3CC(C)CC(C)C3)nc3ccccc23)cc1 (stereo not given)	-9	0.6	-0.3	-6
CCOC(=O)/C(=C/c1ccc(Cl)cc1)NC(=O)c1ccco1	-7	-1.2	-0.2	1
Cc1ccc(/C=C/C(=O)NC(=S)N2CCN(C)CC2)cc1	-5	1.0	0.1	11
CN(C)CC(=O)Nc1cc(C(F)(F)F)ccc1Cl	2	0.7	-0.1	9
Cn1cc(-c2ccccc2NC(=O)c2ccco2)cn1	-5	-0.8	0.0	2
COc1ccc(CC(=O)Nc2cc(C)c(Cl)cc2OC)cc1	11	-1.5	0.1	9
O=C(Nc1ccc([N+](=O)[O-])cc1)NC1CCCCC1NC(=O)Nc1ccc([N+](=O)[O-])cc1 (stereo not given)	3	1.8	0.0	14
COC(=O)c1c(OCc2ccncc2)cc(=O)n2c1CCN(CCCSC)CC2	-16	-0.5	0.0	1
CCOc1ccc(NC(=O)CSc2nnc(-c3ccc4[nH]c(C)c(C)c4c3)n2Cc2ccccc2)cc1	9	-0.3	0.1	8
COCCCNC(=O)Nc1ccc([N+](=O)[O-])cc1	-9	-0.5	-0.1	6
Cc1cc2cc(CNC(=O)CCC(=O)O)ccc2[nH]1	10	0.1	-0.1	2
O=C(NCCO)c1ccc(I)cc1	4	-0.4	-0.1	-9
CN(/C(=N\S(=O)(=O)c1ccccc1)c1ccccc1)c1ccc(O)cc1	12	-0.2	0.3	7
Cc1cc([N+](=O)[O-])nn1CCCC(=O)Nc1cc(Oc2ccc(F)cc2)cc([N+](=O)[O-])c1	10	1.0	0.1	3
C/C(=N\NC(=O)Nc1ccccc1)c1ccccc1O	-51	1.2	0.5	3
Cc1ccccc1NC(=O)c1sc2nc3c(c(-c4cccs4)c2c1N)CCCCC3	1	-0.7	0.5	4
CC(C)c1ccc(/C=N/Nc2nc(N3CCOCC3)nc(N3CCOCC3)n2)cc1	-17	-1.0	0.0	-3

High-throughput results (PubChem)
